Mito fusion yeast – inhibitors of mitochondrial division or activators of mitochondrial fusion. AID 485298. S. cerevisiae fusion-defective mutant growth rescue, CellTiterGlo 48 h. 0.23% of 320,000 active. Potency, µM (highest dose often 46.1 µM), inactives show at the highest dose growth rescue (activation), usual class: activators;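 further: potency means the concentration at half of the fitted maximal effect; % of control where 0% means no effect; nearly all actives have a fitted effect of over 45% in size; temperature-sensitive fusion mutants such as fzo1-1 at 37 °C on non-fermentable ethanol glycerol medium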
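Luminescent cell viability in 1536-well qHTS format served as the measure of rescued growth in ts fusion-mutant S. cerevisiae cultured on non-fermentable YPEG for 48 hours at 37C.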
Eya2 inh – blocks the phosphatase activity of human Eya2; recombinant Eya2, OMFP fluorescence dephosphorylation (OMFP is methylfluorescein phosphate); Potency, µM (series often up to 76.9 µM), without a hit: at the highest dose activity, negative = inhibition, actives largely listed as inhibitors; 0.006% of 330,000 active; further: potency means the concentration at half of the fitted maximal effect; on the % scale 0 is the no-effect control and ±100 the full control effect
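Eya2 (0.2 uM) preincubated 10 min at ambient with compound, then OMFP substrate added at 50 uM; 10 min reaction in 50 mM HEPES pH 7.5, 50 mM NaCl, 5 uM MgCl2, 0.05% BSA, 1 mM DTT. Fluorescence read at Ex 485/Em 525 nm.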
USP2a block – blocks human ubiquitin-specific protease USP2a. O75604. Potency, µM (series often up to 38.3 µM), without a hit: at the top dose activity change, negative = inhibition, actives largely listed as inhibitors. 0.01% of 330,000 active. USP2 core, Ub-CHOP2 coupled fluorogenic reporter, 485/531. AID 463254;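 further: potency means the concentration at half of the fitted maximal effect; plate controls were DMSO wells for no effect and full inhibition by NEM control for full effect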
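Cell-free coupled assay: 10nM USP2 core preincubated 30min RT with compound in Tris-HCl pH 8.0/CaCl2/CHAPS buffer, then 25nM Ub-CHOP2 and 25nM reporter substrate; fluorescence (Ex 485/Em 531) read after 60min RT, normalized to NEM inhibition, concentration-response curves fitted.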
BCR signal inh – chronic active BCR signaling inhibition; Potency, µM (doses to about 46.1 µM), inactives show at the highest dose ratio change, negative = lower green/red ratio, most hits filed as inhibitors; 0.05% of 340,000 active; ABC-DLBCL IkBa-CBG/CBR reporter, luminescence ratio, 4 h; AID 493014; active means well fitted inhibition curve with a large enough effect in the signal ratio, with a control signal flat, not every such curve was filed as active; inconclusive means small, poorly fitted or top-dose-only effect, or effect the other way, or a change in a side signal; the % refers to the signal ratio;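 further: potency means the concentration at half of the fitted maximal effect; plate controls were basal doxycycline-induced cells for no effect and cells given 10 µM MG132 for full effect; MG132 reads +100%, hits lower the ratio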
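Compounds up to 46 uM were incubated four hours with TMD8 cells whose green CBG68 luciferase is fused to IkappaBalpha; red CBR luminescence normalised the signal, and concentration-effect curves were fitted to fusion, red and ratio data.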
TSHR antag – human thyrotropin receptor antagonism. TSHR-expressing cells, TSH-stimulated cAMP HTRF, 2 h; active compounds read low. P16473. AID 504810. activity change, negative = inhibition, % at 11.5 µM. 0.2% of 330,000 active;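 active means activity change below a set negative limit, meaning inhibition stronger than a set level, cut at about -70% in these data; inconclusive means activity change between two set negative limits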; further: on the % scale 0 is the no-effect control and ±100 the full control effect
Target sequence (P16473 whole entry, looked up): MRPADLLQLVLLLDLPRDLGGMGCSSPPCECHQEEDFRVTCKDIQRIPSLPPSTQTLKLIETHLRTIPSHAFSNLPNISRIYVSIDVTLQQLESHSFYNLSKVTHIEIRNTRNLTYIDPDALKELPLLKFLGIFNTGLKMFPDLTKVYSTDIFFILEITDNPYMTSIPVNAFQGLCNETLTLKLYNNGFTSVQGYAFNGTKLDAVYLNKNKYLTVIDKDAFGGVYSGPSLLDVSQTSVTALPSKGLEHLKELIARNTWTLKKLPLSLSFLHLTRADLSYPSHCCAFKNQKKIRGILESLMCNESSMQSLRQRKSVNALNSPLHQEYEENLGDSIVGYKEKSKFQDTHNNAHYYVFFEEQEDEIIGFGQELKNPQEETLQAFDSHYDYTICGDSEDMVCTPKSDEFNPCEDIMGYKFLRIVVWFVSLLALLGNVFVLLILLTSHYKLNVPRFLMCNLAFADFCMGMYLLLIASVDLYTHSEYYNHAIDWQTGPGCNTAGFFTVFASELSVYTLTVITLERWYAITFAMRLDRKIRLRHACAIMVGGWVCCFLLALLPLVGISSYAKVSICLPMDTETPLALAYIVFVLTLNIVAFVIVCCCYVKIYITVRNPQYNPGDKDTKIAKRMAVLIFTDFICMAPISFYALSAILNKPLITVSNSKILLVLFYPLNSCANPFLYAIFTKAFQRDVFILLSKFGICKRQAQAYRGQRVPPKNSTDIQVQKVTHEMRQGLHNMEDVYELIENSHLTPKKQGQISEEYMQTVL
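Freshly harvested TSHR cells receive pin-tooled compound, then EC80 TSH at 4nM final. After 2 hours at 37 deg C, antibody in lysis buffer and cAMP-d2 are added; 30 minutes at ambient temperature precede the HTRF read.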
B2AR arrestin – recruits beta-arrestin to the human beta2-adrenergic receptor | P07550 | beta-arrestin recruitment to beta2AR, cell-based reporter | Potency, µM (series often up to 46.1 µM), for inactives: at the highest dose activation, actives largely listed as activators | 0.02% of 330,000 active;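 further: potency means the concentration at half of the fitted maximal effect; 0% = DMSO controls and full agonism = EC100 isoproterenol or metaproterenol; nearly all actives have a fitted effect of over 65% in size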
PTAP TSG101 blk – blocks PTAP/TSG101 interaction to inhibit HIV-1 budding; Q99816; Fluorescence polarization, FITC-PTAP peptide / Tsg101 binding; Potency, µM (series often up to 115 µM), inactives show at the highest dose activity change, negative = inhibition, actives largely listed as inhibitors; 340,000 tested, under 10 active; active means well fitted inhibition curve with a large enough effect in the main read-out, with a control signal flat, not every such curve was filed as active; inconclusive means small, poorly fitted or top-dose-only effect, or effect the other way, or a change in a side signal; inactive means no such curve, though single readings can be large or run the other way; further: potency means the concentration at half of the fitted maximal effect; % of control where 0% means no effect
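Compounds were pin-transferred onto Tsg101 binding domain (10 uM final) in HEPES pH 7.5 buffer, then FITC-PTAP peptide was added at 50 nM final. After 20 min at RT, polarization reported peptide displacement across a qHTS concentration series.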
ELG1 repair inh – inhibitors of ELG1-dependent DNA repair in HEK293T cells | 2.3% of 330,000 active | HEK293T ELG1-luciferase reporter, luminescence, 16 h; DNA damage induced by 5-fluorouridine | Potency, µM (highest dose often 46.1 µM), without a hit: at the highest dose activity change, negative = inhibition, hits mostly inhibitors; further: potency means the concentration at half of the fitted maximal effect; on the % scale 0 is the no-effect control and ±100 the full control effect; nearly all actives have a fitted effect of over 55% in size
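Luminescence from the luciferase reporter, measured 30 min after ONE-Glo reagent at room temperature, was the read-out. Beforehand, 2,000 cells per well were exposed for 16 hr at 37 °C to 5-fluorouridine together with compound or vehicle.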
Tb PFK block – inhibitors of T. brucei phosphofructokinase. T. brucei PFK, ADP-Glo luminescence. 0.17% of 330,000 active. AID 485367. O15648. Potency, µM (top dose mostly 57.5 µM), for inactives: top-dose activity, negative = inhibition, actives largely listed as inhibitors;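 further: potency means the concentration at half of the fitted maximal effect; 0% = uninhibited 1x PFK enzyme wells and -100% = no-enzyme wells; nearly all actives have a fitted effect of over 60% in size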
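In TEA buffer at pH 8.0 with 5 mM MgCl2, enzyme (1.25 nM) converted F6P (0.5 mM) and ATP (0.1 mM) for 45 min at room temperature. ADP product was read by luciferase luminescence.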
TCR activator – activates T cell receptor signaling; Potency, µM (highest dose often 9.22 µM), for inactives: at the highest dose activation of IL-2 secretion, actives largely listed as activators; 330,000 tested, under 10 active; primary human leukocytes, anti-CD3, IL-2 HTRF, 48 h; further: % of control where 0% means no effect
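Compounds are tested in HTS on primary human leukocytes co-incubated with a-CD3 beads for 48 hr. IL-2 output is measured by time-resolved FRET.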
uPA surface inh – cell surface uPA generation inhibition. cell surface uPA generation assay, qHTS. Potency, µM (doses to about 38.3 µM), for the others: top-dose activity change, negative = inhibition, actives largely listed as inhibitors. 0.31% of 330,000 active; active means well fitted inhibition curve with a large enough effect; inconclusive means small, poorly fitted or top-dose-only effect; inactive means no such curve, though single readings can be large or run the other way; tested in mouse RAW 264.7 cells; further: potency means the concentration at half of the fitted maximal effect; on the % scale 0 is the no-effect control and ±100 the full control effect; nearly all actives have a fitted effect of over 55% in size
Starred values were filed as active, the others as inactive; ? = inconclusive; nt = no result given; [ ] = another dose, or the depositor's remark. Unless noted, the call rests on the fitted dose curve; in most records, active means well fitted curve in the direction sought with a large enough effect; inconclusive means small, poorly fitted or top-dose-only effect, or another doubt; inactive means no such curve, though single readings can be large; an effect the other way counts as inactive or inconclusive.

SMILES | Mito fusion yeast | Eya2 inh | USP2a block | BCR signal inh | TSHR antag | B2AR arrestin | PTAP TSG101 blk | ELG1 repair inh | Tb PFK block | TCR activator | uPA surface inh
CC(C)(C)N(NC(=O)OCc1ccccc1)C(=O)c1ccccc1Cl | 5.2% | 0.1% | 2.3% | 0.1% | 15.6 | -0.2% | -3.9% | 3.4% | 0.6% | -6.8%[46.1 µM] | 2.7%
CCCCN(C)CCCNC(=O)c1ccc2c(c1)N(CC)C(=O)c1ccccc1S2=O (configuration not stated) | 0.1% | 12.2% | 2.0% | 3.4% | -0.5 | -0.8% | -0.4% | 0.0% | -0.2% | 3.8% | -7.2%
COn1c(-c2ccc(Cl)cc2Cl)nc2ncccc21 | -10.4% | 3.7% | -0.8% | -1.4% | 0.1 | -0.1% | -3.1% | -7.0% | -0.9% | -20.3% | -0.4%
Cc1ccc(OCCCC(=O)Nc2nccs2)cc1 | -3.9% | -1.9% | -3.2% | 4.6% | 8.3 | -0.2% | 2.9% | ? | -1.6% | 5.0% | 5.1%
Cc1ccc(CSc2nc3ccccc3c(=O)n2CCCC(=O)NCc2ccco2)cc1 | -1.0% | -40.4% | -0.6% | -5.0% | 5.5 | -0.6% | -4.3% | -4.5% | 14.4% | -6.5% | nt
O=C(NCCc1csc(-c2ccccc2)n1)c1c(F)cccc1F | 2.7% | 6.7% | -0.6% | ? | 1.4 | -0.3% | -1.0% | ? | 1.5% | -10.2% | -12.6%
Cc1cc(C)n(-c2nc(SCC(=O)O)c3c4c(sc3n2)CCCC4)n1 | -5.4% | 8.6% | 0.4% | -4.1% | -18.1 | -0.4% | nt | -22.6% | 0.4% | nt | nt
O=C(O)c1cc(N/N=C2/CC(c3ccccc3)Oc3ccccc32)ccc1Cl (configuration not stated) | -1.4% | 8.4% | 2.6% | ? | -8.2 | 4.0% | -1.9% | ? | 10.9% | 5.3% | 0.0%
CC1(NC(=O)Cn2cc(C(F)(F)F)ccc2=O)CCS(=O)(=O)C1 (configuration not stated) | 0.1% | 2.9% | 3.7% | 2.7% | 2.2 | -1.0% | -3.8% | 15.7% | -0.6% | 3.4% | 9.5%
COC(=O)CC1C(=O)NCCN1C(=O)CSc1nc2ccccc2c(=O)n1CC(C)C (configuration not stated) | -14.1% | 0.0% | 0.0% | 2.1% | 18.4 | -0.2% | -2.0% | -6.7% | -1.1% | 5.1% | -5.5%
O=S(=O)(c1ccc2c(c1)CCN2)N1CCOCC1 | 3.5% | 4.5% | 1.8% | -3.2% | -9.4 | -1.0% | -0.5% | 17.6% | 0.0% | -0.7% | -21.5%
O=C(N/N=C/c1ccc(O)c2ccccc12)c1cccnc1 | 4.1% | -2.8% | 0.6% | 2.5% | 4.4 | 0.0% | -7.6% | -3.6% | -7.2% | -0.2% | 1.1%
Clc1cccc(OCCCn2ccnc2)c1 | -9.0% | 5.5% | 0.8% | 2.0% | 14.5 | -0.1% | -8.0% | -4.8% | -13.0% | nt | 8.6%
COc1ccc(N2C(=O)C(CC(N)=O)N(NC(=O)CCc3ccccc3)C2=O)cc1 (configuration not stated) | -2.3% | -10.2% | 1.1% | 5.2% | 19.5 | 0.3% | -1.7% | 16.1% | -4.7% | -2.3% | -0.7%
Cc1cc(NC(=O)COC(=O)CCCOc2ccc(Cl)cc2C)no1 | 0.8% | 18.7%[15.4 µM] | ? | 7.5% | 5.1 | 0.2% | 1.6% | 0.8% | 3.6% | -7.3% | -1.3%
O=C(NC1CCCC1)C1CCC(=O)N1C1CCCCC1 (configuration not stated) | -1.7% | ? | 1.2% | 15.5% | 18.8 | -0.1% | -8.9% | 20.6% | -16.2% | -6.1% | 6.3%
CC(C)OC(=O)CC(=O)CSc1nc2c(cc1C#N)CCCCC2 | -0.3% | 7.0% | 1.3% | 0.1% | -10.3 | 0.5% | -5.7% | ? | 3.9% | -2.7% | -3.9%
COCCn1c(SCC(=O)c2ccc(F)cc2)nnc1C(C)C | -1.5% | -13.7% | 0.3% | -25.6% | 3.9 | 13.7% | 0.3% | 13.7% | 0.3% | 5.9% | -0.1%
Cc1cc(=O)oc2c3c(cc(OCC(=O)N[C@@H](CC(C)C)C(=O)O)c12)OC(C)(C)CC3 | -3.4% | 2.6% | 2.5% | 3.0% | -5.8 | 0.0% | -3.0% | -2.8% | -0.8% | 4.6% | 6.6%
N#Cc1c(SCC(N)=O)nc2c(c1-c1ccc(O)cc1)CCCC2 | -1.0% | -18.0% | -2.0% | -2.0% | 14.9 | -0.2% | -5.9% | ? | -4.6% | -1.4% | -18.8%
COc1cccc(C(=O)NCC2(c3ccccc3)CCCC2)c1 | 17.3% | -5.7% | -0.6% | ? | 7.7 | -1.1% | -2.1% | ? | 1.7% | -0.6% | 0.2%
O=C(CNC(=O)c1ccccc1F)NCCOc1cccc(Cl)c1Cl | 0.2% | 0.6% | -0.6% | -1.3% | 0.6 | -0.6% | -2.3% | 0.7% | -14.7% | -5.1%[46.1 µM] | 3.1%
O=C(Nc1ccc(Cl)cn1)c1cccc2c(Br)cccc12 | -15.8% | -4.5% | -5.0% | 4.1% | -8.2 | 0.3% | -11.2% | ? | -4.4% | -1.9% | ?
C=C1CC2C3CC[C@@]4(OCOC45COCO5)[C@@]3(C)C(O)CC2[C@@]2(C)CCC(=O)C=C12 (some centres not stated) | -3.4% | -6.2% | -0.7% | -23.9% | -9.9 | -0.9% | 0.6% | ? | -4.5% | 3.9%[46.1 µM] | -8.5%
NC(=O)CN1N=C(c2cc(Cl)sc2Cl)CSC1=O | -0.6% | 1.9% | -5.4% | -1.3% | 16.5 | -0.8% | -9.7% | -0.1% | -13.4% | 2.0%[46.1 µM] | 0.0%
CCN(C(=O)CSc1nnc(-c2ccco2)n1Cc1ccccc1)C1CCS(=O)(=O)C1 (configuration not stated) | -0.4% | 2.1% | 1.3% | 1.7% | 12.0 | 0.3% | 0.6% | ? | -1.5% | 6.5% | -2.5%
O=C(O)Cc1coc2cc3c(cc12)CCC3 | -3.3% | 3.5% | 3.3% | -2.6% | -15.8 | 0.3% | -0.2% | 4.9% | -4.2% | nt | -2.6%
CCOC(=O)c1sc(=S)n(CC)c1NC(=O)c1ccccc1 | 5.8% | -0.4% | 1.8% | 0.1% | -3.3 | -0.1% | 0.3% | ? | 2.8% | -2.6% | -1.1%
O=C(O)COc1ccc(=O)n(-c2ccccc2)n1 | -3.7% | 10.6% | 4.1% | ? | -0.6 | 3.4% | -6.5% | 12.4% | 2.4% | 6.1% | -1.0%
O=C(N/N=C/c1ccccn1)c1cc(-c2ccc(Cl)s2)[nH]n1 | 7.8% | 7.5% | -0.9% | 1.0% | 4.6 | 0.3% | 1.2% | -1.9% | 1.4% | 0.0% | -11.1%
Cc1ccc(C(C(=O)NCc2ccco2)N(Cc2ccco2)C(=O)CNC(=O)c2ccco2)cc1 (configuration not stated) | 5.1% | -18.1% | 0.4% | ? | -0.2 | -1.1% | -3.8% | -9.9% | -1.1% | -5.1% | 1.5%
O=C(CCNC(=O)c1ccccc1)Nc1ccc(Cl)c(S(=O)(=O)N2CCCCC2)c1 | nt | 3.8% | -1.2% | -19.0% | -10.5 | 0.1% | 0.9% | 16.4µM* | -0.1% | 2.0%[46.1 µM] | -2.1%
CCN(CC)C(=O)C1CCCN(C/C(C)=C/c2ccccc2)C1 (configuration not stated) | -1.4% | 5.6% | 0.2% | 1.1% | -0.9 | -0.2% | -1.6% | 1.5% | 2.2% | -4.2% | nt
Cc1ccc(Nc2nc(N)nc(CC#N)n2)cc1 | 16.9% | -29.7% | 1.3% | ? | -7.7 | 0.0% | -1.9% | ? | -3.9% | nt | 5.7%
CCOC(=O)Cn1c(S(=O)(=O)Cc2cccc(F)c2)nc(-c2ccccc2)c1-c1ccccc1 | 7.4% | -20.1% | -5.1% | 21.3% | 2.0 | -0.2% | -0.8% | 2.8% | -5.7% | -3.5% | nt
Cc1c2cnn(CC(=O)Nc3cccc(C(F)(F)F)c3)c(=O)c2c(C)n1Cc1ccccc1F | -1.5% | 11.6% | -1.5% | 3.6% | 8.9 | -0.8% | 2.2% | -5.5% | 10.9% | -3.6%[46.1 µM] | 2.9%

Bioassay records deposited in PubChem BioAssay by National Center for Advancing Translational Sciences (NCATS).
